Screening results: PubChem, several laboratories
Y pestis TopoI – Yersinia pestis topoisomerase I inhibitors, primary screen, biochemical, cleavage product accumulation, plate reader, single point; activity, % at 10 µM; AID 504884, 2011; 0.064% of 360,000 active; Y. pestis Topo-I cleavage product accumulation; in the data active = activity above about 50%, passing the limit was not always enough; note: inactives centre near 2
UGM FP inh – M. tuberculosis UGM enzyme inhibitors, primary screen, biochemical, fluorescence polarization, single point; purified UGM, fluorescence polarization probe displacement; inhibition, % at 10 µM; AID 504406, 2011; 0.06% of 320,000 active; in the data active = inhibition above about 10%, passing the limit was not always enough
Target sequence (P9WIQ1 whole entry, looked up): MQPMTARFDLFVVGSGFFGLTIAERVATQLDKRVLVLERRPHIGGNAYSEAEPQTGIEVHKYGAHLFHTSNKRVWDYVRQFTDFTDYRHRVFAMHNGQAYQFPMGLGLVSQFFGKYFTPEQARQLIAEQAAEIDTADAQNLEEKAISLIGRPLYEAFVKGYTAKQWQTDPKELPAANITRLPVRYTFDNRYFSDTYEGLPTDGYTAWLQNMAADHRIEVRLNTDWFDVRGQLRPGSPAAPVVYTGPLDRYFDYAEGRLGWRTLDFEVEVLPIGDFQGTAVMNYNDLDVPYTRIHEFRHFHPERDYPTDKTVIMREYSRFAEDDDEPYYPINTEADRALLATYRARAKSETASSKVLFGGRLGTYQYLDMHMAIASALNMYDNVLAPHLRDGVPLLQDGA
Mtb FBA inh – Mtb FBA enzyme inhibitors, primary screen, biochemical, fluorescence, strain H37Rv; purified M. tuberculosis FBA, fluorescence read-out; inhibition, % at 1 µM; 2.3% of 360,000 active; AID 588726, 2011; Fructose-bisphosphate aldolase (Mycobacterium tuberculosis (strain ATCC 25618 / H37Rv)), …; in the data active = inhibition above about 27%;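 note: 0% = vehicle and 100% = reference inhibitor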
Target sequence (P9WQA3 whole entry, looked up): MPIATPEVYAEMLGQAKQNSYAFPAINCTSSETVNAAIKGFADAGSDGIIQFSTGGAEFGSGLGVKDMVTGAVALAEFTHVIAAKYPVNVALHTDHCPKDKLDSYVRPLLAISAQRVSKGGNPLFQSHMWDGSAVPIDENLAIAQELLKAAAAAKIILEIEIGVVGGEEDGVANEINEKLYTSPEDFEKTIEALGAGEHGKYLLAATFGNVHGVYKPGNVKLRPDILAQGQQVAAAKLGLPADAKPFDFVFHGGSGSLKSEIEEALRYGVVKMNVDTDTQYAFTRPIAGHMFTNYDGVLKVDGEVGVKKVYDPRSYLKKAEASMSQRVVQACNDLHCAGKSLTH
Mtb BioA inh – M. tuberculosis BioA enzyme inhibitors, primary screen, biochemical, plate reader, single point, HTS; 7,8-diaminopelargonic acid synthase BioA (Mycobacterium tuberculosis); purified M. tuberculosis BioA enzyme; inhibition, % at 9.99 µM; 0.096% of 360,000 active; AID 602481, 2012; in the data active = inhibition above about 40%
GDH-TPI inh – GDH-TPI coupling enzyme inhibitors, primary screen, artefact control for M. tuberculosis FBA inhibitor project, biochemical, absorbance, full deck | AID 588335, 2011 | GDH-TPI coupled enzyme counterscreen, NADH absorbance | inhibition, % at 4.8 µM | 1.2% of 360,000 active; in the data active = inhibition above about 30%;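 note: 0% = DMSO wells and 100% = wells lacking the enzyme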
FadD28 binding – inhibitors of FadD28 bisubstrate probe binding, primary screen, biochemical, fluorescence polarization, single point | Mycobacterium tuberculosis FadD28 fatty-acid-AMP ligase | inhibition, % at 12.5 µM | 0.22% of 360,000 active | AID 588549, 2011; in the data active = inhibition above about 8.5%, passing the limit was not always enough
PfHsp40 yeast – rescue of yeast from PfHsp40 toxicity, primary screen, S. cerevisiae, ATP luminescence | S. cerevisiae expressing PfHsp40, growth rescue | growth rescue, % at 12.5 µM | 0.68% of 340,000 active; in the data active = growth rescue above about 28%, passing the limit was not always enough;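 note: yeast W303a lacking pdr1 and pdr3 grown in galactose medium; growth measured after three days at 30 °C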
Vc quorum ag – inducers of Vibrio cholerae quorum light production without autoinducers, primary screen, BH1578 luxS cqsA deficient, single point; activation, % at 18.7 µM; 0.16% of 350,000 active; V. cholerae BH1578 lux reporter, luminescence, 6 h; in the data active = activation mostly above about 9.7%, no sharp cut-off; note: not every result past the cut was called active; inactives centre near 0; reference of the scale not given here
TcdB inh – TcdB glycohydrolase inhibitors, primary screen, biochemical, single point, plate reader; TcdB glycohydrolase enzymatic assay; inhibition, % at 9.99 µM; Toxin B (Clostridioides difficile), P18177; AID 652162, 2013; 0.24% of 350,000 active; in the data active = inhibition above about 10%
* marks the source's active call; other numbers are inactive results. Rows are unselected. Share with any hit: about 4.6%.

Screening COc1ccc(C2=C(CC(=O)O)C(=O)CC2)cc1 returned Y pestis TopoI -3, UGM FP inh -2.5, Mtb FBA inh 15, Mtb BioA inh -0.1, GDH-TPI inh 7, FadD28 binding -2.8, PfHsp40 yeast -1.3 and Vc quorum ag inactive.
Screening Cc1cccc(N2CCN(C(=O)c3ccc(CS(=O)Cc4cccc(Cl)c4)o3)CC2)c1C (stereo unspecified) returned Y pestis TopoI 39, UGM FP inh 4.3, Mtb FBA inh 0, Mtb BioA inh 1.3, GDH-TPI inh 4, FadD28 binding -1.0, PfHsp40 yeast 7.2, Vc quorum ag 5.3 and TcdB inh 1.8.
CC1=CC=CC2=NC(=O)CC(C)(C(=O)O)N12 (stereo unspecified) was read as Y pestis TopoI 5, UGM FP inh -1.7, Mtb FBA inh 103*, Mtb BioA inh -1.3, GDH-TPI inh 1, FadD28 binding -0.2, PfHsp40 yeast 1.8, Vc quorum ag -0.3 and TcdB inh 1.6.
For Cc1nc(N)ncc1C(=O)Nc1ccccc1 the results were Y pestis TopoI 1, UGM FP inh 0.2, Mtb FBA inh 0, Mtb BioA inh 1.0, GDH-TPI inh -3, FadD28 binding -0.1, PfHsp40 yeast -0.4, Vc quorum ag inactive and TcdB inh 1.5.
For O=C(COC(=O)CNC(=O)c1cccs1)Nc1ccccc1C(F)(F)F the results were Y pestis TopoI 7, UGM FP inh 0.4, Mtb FBA inh -1, Mtb BioA inh 0.0, GDH-TPI inh 1, FadD28 binding 0.3, PfHsp40 yeast 1.2, Vc quorum ag -1.2 and TcdB inh 0.9.
`CCC(C)N1C(=S)SC(C)(C)C1N(O)C(=O)NC1CCCCC1` (stereo unspecified) gave Y pestis TopoI -11, UGM FP inh 1.9, Mtb FBA inh 0, GDH-TPI inh 5, FadD28 binding -1.3, PfHsp40 yeast 0.2, Vc quorum ag 0.9 and TcdB inh 1.6.
For Cc1ccc(C(=O)NCC(=O)OCC(=O)N(CC(C)C)c2c(N)n(Cc3ccccc3)c(=O)[nH]c2=O)cc1C the results were Y pestis TopoI 9, UGM FP inh -1.0, Mtb FBA inh -1, Mtb BioA inh -1.5, GDH-TPI inh -6, FadD28 binding 0.7, PfHsp40 yeast 0.1, Vc quorum ag -2.9 and TcdB inh 1.9.
Screening CC(C)Cn1c(SCC(=O)O)nnc1-c1cccc(S(=O)(=O)N2CCOCC2)c1 returned Y pestis TopoI -2, UGM FP inh -0.5, Mtb FBA inh -1, Mtb BioA inh -0.9, GDH-TPI inh -3, FadD28 binding -2.1, PfHsp40 yeast -1.3, Vc quorum ag -0.2 and TcdB inh 0.9.
For C/C(CC(=O)Nc1cc(C)ccn1)=N\NC(=O)c1ccccc1C the results were Y pestis TopoI -3, UGM FP inh 1.3, Mtb FBA inh 3, GDH-TPI inh 7, FadD28 binding 0.5, PfHsp40 yeast -0.6, Vc quorum ag -0.2 and TcdB inh -1.5.
Cc1c(NC(=O)c2nn(CC(C)C)c(=O)c3ccccc23)c(=O)n(-c2ccccc2)n1C was read as Y pestis TopoI 10, Mtb FBA inh -2, Mtb BioA inh 0.0, GDH-TPI inh 2, FadD28 binding 0.4, PfHsp40 yeast 0.8, Vc quorum ag inactive and TcdB inh 0.5.
Cc1ccc(S(=O)(=O)N2CCC(C(N)=O)CC2)cc1C(=O)NC1CCCCC1 was read as Y pestis TopoI 6, UGM FP inh -1.1, Mtb FBA inh 2, Mtb BioA inh -0.4, GDH-TPI inh 1, FadD28 binding -0.4, PfHsp40 yeast 0.1, Vc quorum ag -1.2 and TcdB inh -0.4.
`CCC(C)(C)NC(=O)CN(Cc1ccc2c(c1)OCO2)C(=O)CCC(=O)Nc1ccccn1` gave Y pestis TopoI -10, UGM FP inh -1.5, Mtb FBA inh 5, Mtb BioA inh -1.5, GDH-TPI inh 1, FadD28 binding -2.5, PfHsp40 yeast -0.1 and Vc quorum ag 0.7.
For CCCN1C/C(=C/c2cccc([N+](=O)[O-])c2)C(=O)/C(=C/c2cccc([N+](=O)[O-])c2)C1 the results were Y pestis TopoI -6, Mtb FBA inh 7, Mtb BioA inh -0.6, GDH-TPI inh 4, FadD28 binding -0.4, PfHsp40 yeast -0.7 and Vc quorum ag inactive.
Screening O=C(CSc1n[nH]c(-c2ccncc2)n1)Nc1ccccc1C(F)(F)F returned Y pestis TopoI 2, UGM FP inh 2.0, Mtb FBA inh 0, Mtb BioA inh 8.4, GDH-TPI inh 2, FadD28 binding -0.6, PfHsp40 yeast 0.0, Vc quorum ag -0.2 and TcdB inh 1.0.
For Cc1ccc(NC(=O)C2C(=O)N(CCO)C3(C)CC2c2ccccc2O3)cc1 (stereo unspecified) the results were Y pestis TopoI 9, UGM FP inh 5.0, Mtb FBA inh 0, Mtb BioA inh -0.5, GDH-TPI inh 4, FadD28 binding -1.5, PfHsp40 yeast -1.1 and Vc quorum ag -2.5.

The final 2 entries of the section before open the next one.
Screening O=C(CSc1n[nH]c(-c2ccncc2)n1)Nc1ccccc1C(F)(F)F returned Y pestis TopoI 2, UGM FP inh 2.0, Mtb FBA inh 0, Mtb BioA inh 8.4, GDH-TPI inh 2, FadD28 binding -0.6, PfHsp40 yeast 0.0, Vc quorum ag -0.2 and TcdB inh 1.0.
For Cc1ccc(NC(=O)C2C(=O)N(CCO)C3(C)CC2c2ccccc2O3)cc1 (stereo unspecified) the results were Y pestis TopoI 9, UGM FP inh 5.0, Mtb FBA inh 0, Mtb BioA inh -0.5, GDH-TPI inh 4, FadD28 binding -1.5, PfHsp40 yeast -1.1 and Vc quorum ag -2.5.
For CCOC(=O)C1CCN(c2ncnc3c2cnn3-c2ccc(OC)cc2)CC1 the results were Y pestis TopoI 12, UGM FP inh -1.5, Mtb FBA inh 2, Mtb BioA inh 17, GDH-TPI inh 4, FadD28 binding -2.9, PfHsp40 yeast -0.5 and Vc quorum ag -0.3.
For COc1ccc(C(=O)C(Sc2nnc(C)c(=O)[nH]2)c2ccc(OC)cc2)cc1 (stereo unspecified) the results were Y pestis TopoI 12, UGM FP inh 2.6, Mtb FBA inh 11, GDH-TPI inh 4, FadD28 binding 0.3, PfHsp40 yeast 0.1, Vc quorum ag -0.2 and TcdB inh 0.0.
For CCCC(=O)N=C1SC2CS(=O)(=O)CC2N1c1ccc(CC)cc1 (stereo unspecified) the results were Y pestis TopoI 1, UGM FP inh -3.6, Mtb FBA inh 3, Mtb BioA inh -2.2, GDH-TPI inh -11, FadD28 binding -3.8 and PfHsp40 yeast -0.5.
Screening C=CCNC(=O)/C(C#N)=C/c1cn(-c2ccccc2)nc1-c1cccs1 returned Y pestis TopoI 3, UGM FP inh 0.1, Mtb FBA inh 2, Mtb BioA inh -0.4, GDH-TPI inh 14, FadD28 binding -1.6, PfHsp40 yeast -0.7 and Vc quorum ag -0.2.
For CCOC(=O)C1=NNC(C(=O)c2ccccc2)C1c1ccc(Cl)cc1 (stereo unspecified) the results were Y pestis TopoI 11, UGM FP inh -0.5, Mtb FBA inh 1, GDH-TPI inh 5, FadD28 binding -1.3, PfHsp40 yeast 0.7, Vc quorum ag inactive and TcdB inh 0.8.
For N#C/C(=C\c1cccs1)C(=O)Nc1nccs1 the results were Y pestis TopoI 4, UGM FP inh 0.0, Mtb FBA inh 2, GDH-TPI inh 13, FadD28 binding 0.6, PfHsp40 yeast 0.6, Vc quorum ag inactive and TcdB inh -1.0.
Screening O=C(NCCCN1CCN(c2cccc(Cl)c2)CC1)C1(S(=O)(=O)c2ccc(Cl)cc2)CC1 returned Y pestis TopoI 3, UGM FP inh -1.7, Mtb FBA inh -5, Mtb BioA inh 1.2, GDH-TPI inh -1, FadD28 binding -3.3, PfHsp40 yeast -1.7 and Vc quorum ag -3.2.
Screening COc1cccc(CNC(=O)CCC2CCCN(C(=O)c3ccccc3N(C)C)C2)c1 (stereo unspecified) returned Y pestis TopoI 21, UGM FP inh 0.2, Mtb FBA inh 4, Mtb BioA inh 1.6, GDH-TPI inh -7, FadD28 binding -2.0, PfHsp40 yeast -0.3, Vc quorum ag 0.6 and TcdB inh -1.6.
For O=C(CN1C(=O)NC2(CCCCC2)C1=O)NCC(=O)Nc1ccc(F)c(F)c1 the results were Y pestis TopoI -1, UGM FP inh -0.2, Mtb FBA inh 3, Mtb BioA inh -0.3, GDH-TPI inh 7, FadD28 binding -0.7, PfHsp40 yeast -1.3, Vc quorum ag -0.3 and TcdB inh 2.3.
For COc1ccc(C(=O)CSc2nnc(NC(=O)C3CC(=O)N(c4ccccc4C)C3)s2)cc1 (stereo unspecified) the results were Y pestis TopoI 6, UGM FP inh 2.1, Mtb FBA inh 0, Mtb BioA inh 0.3, GDH-TPI inh -2, FadD28 binding 1.1, PfHsp40 yeast -1.0 and Vc quorum ag inactive.
Clc1cccc(CNCCc2ccc3c(c2)OCO3)c1 was read as Y pestis TopoI 17, UGM FP inh -0.1, Mtb FBA inh 4, Mtb BioA inh -0.3, GDH-TPI inh -3, FadD28 binding -3.2, PfHsp40 yeast -0.1, Vc quorum ag inactive and TcdB inh 2.2.
`Cc1cccc(NC(=O)NNC(=O)c2cc3occc3[nH]2)c1C` gave Y pestis TopoI -9, UGM FP inh 0.6, Mtb FBA inh -3, Mtb BioA inh -1.1, GDH-TPI inh -9, FadD28 binding -3.9, PfHsp40 yeast 0.9, Vc quorum ag -1.1 and TcdB inh 0.9.
`Cc1cc(=O)[nH]c(-c2ccc(C(F)(F)F)cc2)n1` gave Y pestis TopoI -8, UGM FP inh -2.3, Mtb FBA inh -2, Mtb BioA inh -4.3, GDH-TPI inh -6, FadD28 binding -1.5, PfHsp40 yeast 0.3, Vc quorum ag -0.6 and TcdB inh 1.6.
`Cc1cccc(N(C(=O)c2snc(C(N)=O)c2N)C(C(=O)NCC2CCCO2)c2ccc(N(C)C)cc2)c1` (stereo unspecified) gave Y pestis TopoI -3, UGM FP inh 2.0, Mtb FBA inh 0, Mtb BioA inh -1.9, GDH-TPI inh 0, FadD28 binding -2.1, PfHsp40 yeast 0.6, Vc quorum ag -0.5 and TcdB inh 0.9.
For CCCCc1cc(=O)oc2cc(O)ccc12 the results were Y pestis TopoI -8, UGM FP inh 2.7, Mtb FBA inh active, GDH-TPI inh 5, FadD28 binding -2.6, PfHsp40 yeast 0.2, Vc quorum ag -0.2 and TcdB inh 0.8.
For Cc1nc2sccn2c(=O)c1S(=O)(=O)Nc1ccc(N2CCOCC2)c(Cl)c1 the results were Y pestis TopoI -3, UGM FP inh -2.1, Mtb FBA inh -1, Mtb BioA inh 0.3, GDH-TPI inh 10, FadD28 binding -2.7, PfHsp40 yeast 1.1, Vc quorum ag -0.2 and TcdB inh 2.3.
`c1ccc(Cn2nnc(CNc3ccccc3)c2-c2c(CNc3ccccc3)nnn2Cc2ccccc2)cc1` gave Y pestis TopoI 11, UGM FP inh 1.4, Mtb FBA inh 2, Mtb BioA inh -3.4, GDH-TPI inh 5, FadD28 binding 1.8, PfHsp40 yeast -1.0 and Vc quorum ag -2.2.

Of the compounds above, these contain a cyano group:
Screening C=CCNC(=O)/C(C#N)=C/c1cn(-c2ccccc2)nc1-c1cccs1 returned Y pestis TopoI 3, UGM FP inh 0.1, Mtb FBA inh 2, Mtb BioA inh -0.4, GDH-TPI inh 14, FadD28 binding -1.6, PfHsp40 yeast -0.7 and Vc quorum ag -0.2.
For N#C/C(=C\c1cccs1)C(=O)Nc1nccs1 the results were Y pestis TopoI 4, UGM FP inh 0.0, Mtb FBA inh 2, GDH-TPI inh 13, FadD28 binding 0.6, PfHsp40 yeast 0.6, Vc quorum ag inactive and TcdB inh -1.0.
